OX1R antag: antagonists of human orexin 1 receptor; O43613; inhibition, % at 5 µM; CHO/OX1R cells, Fluo-8 calcium fluorescence, orexin A; 330,000 compounds, 0.43% hits;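 active means inhibition above its plate's threshold, mean inhibition of all tested compounds on the plate plus 3 SD, cut at about 37% in these data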;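 further: 0% = orexin A challenge wells and 100% = SB-334867-A antagonist wells; not every result past the cut was called active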
Target sequence (O43613 whole entry, looked up): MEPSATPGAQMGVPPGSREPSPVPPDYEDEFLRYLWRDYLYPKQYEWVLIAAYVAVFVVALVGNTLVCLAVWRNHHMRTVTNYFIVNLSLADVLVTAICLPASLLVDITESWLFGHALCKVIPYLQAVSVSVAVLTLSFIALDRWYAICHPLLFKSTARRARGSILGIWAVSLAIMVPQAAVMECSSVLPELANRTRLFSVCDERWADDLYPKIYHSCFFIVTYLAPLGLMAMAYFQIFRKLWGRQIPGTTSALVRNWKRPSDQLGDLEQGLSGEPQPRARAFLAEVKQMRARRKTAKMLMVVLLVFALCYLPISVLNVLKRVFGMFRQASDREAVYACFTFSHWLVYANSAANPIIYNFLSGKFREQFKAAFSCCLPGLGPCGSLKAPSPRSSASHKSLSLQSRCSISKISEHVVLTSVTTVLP
CHT PAM: allosteric activators of human choline transporter CHT | CHT-expressing cells, membrane potential dye, choline EC20; stronger effect = higher value; LV-AA mutant CHT in HEK293 cells | B-score at 10 µM | 310,000 compounds, 0.49% hits | AID 488977 | Q9GZV3;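 active means initial fluorescence not abnormally high and integrated response B-score, plate-corrected, over 3 SD above library mean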
Target sequence (Q9GZV3 whole entry, looked up): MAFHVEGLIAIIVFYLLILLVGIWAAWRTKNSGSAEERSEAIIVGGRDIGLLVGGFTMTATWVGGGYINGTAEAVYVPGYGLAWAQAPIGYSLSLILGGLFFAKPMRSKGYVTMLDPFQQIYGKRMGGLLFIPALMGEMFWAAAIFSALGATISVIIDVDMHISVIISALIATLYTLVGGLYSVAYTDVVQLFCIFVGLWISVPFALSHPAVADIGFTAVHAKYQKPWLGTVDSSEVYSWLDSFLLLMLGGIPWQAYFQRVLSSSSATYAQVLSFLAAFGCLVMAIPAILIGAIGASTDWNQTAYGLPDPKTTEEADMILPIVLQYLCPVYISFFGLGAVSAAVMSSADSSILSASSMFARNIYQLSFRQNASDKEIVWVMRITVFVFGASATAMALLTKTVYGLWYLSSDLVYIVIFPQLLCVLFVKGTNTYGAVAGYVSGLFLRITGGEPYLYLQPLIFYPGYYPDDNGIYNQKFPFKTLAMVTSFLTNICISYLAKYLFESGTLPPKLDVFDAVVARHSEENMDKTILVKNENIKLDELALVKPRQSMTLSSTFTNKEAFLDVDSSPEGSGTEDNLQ
* = called active by the depositor; i = inactive; . = no result given; & = joins results of further samples.

structure | CHT PAM | OX1R antag
Cc1cc(C)cc(NC(=O)N2CCNC(=O)C2CC(=O)Nc2cc(Cl)ccc2Cl)c1 (configuration not stated) | i | -9.2
O=C(Nc1cccc(S(=O)(=O)N2CCOCC2)c1)C1CCCN(C(=O)c2ccc(Cl)cc2)C1 (configuration not stated) | i | -26.6
Cc1cccc(C2c3[nH]c4ccccc4c3CCN2C(=O)c2ccc(=O)[nH]c2)n1 (configuration not stated) | i | -28.2
Cc1nn(C)c(Cl)c1S(=O)(=O)N1CCC(CO)(CCc2ccccc2)CC1 | i | -12.7
Nc1ncc(-n2cncn2)c(-c2ccc(Cl)cc2)n1 | i | -8.2
CCSc1nc2c(c(=O)n1CC)SC(C)C2 (configuration not stated) | i | -15.7
CC(=O)c1sc(NC(=O)COc2ccc(Cl)cc2Cl)nc1C | i | -47.2
O=C(O)CC(NS(=O)(=O)c1c(F)cc(F)cc1Br)c1ccccc1Cl (configuration not stated) | i | -19.1
CN(C)C(/C=C/Nc1ccc(C#N)cc1)=C(C#N)C#N | i | -1.3
COCCCNC(=O)c1c(N)n(-c2ccc(S(N)(=O)=O)cc2)c2nc3ccccc3nc12 | i | -18.9
COC(=O)/C=C/C(=O)N1CCN(c2ccccc2)CC1 | i | -8.9
CC(NC(=O)CNC(=O)c1sc2ccccc2c1Cl)c1cccnc1 (configuration not stated) | i | -16.4
CSC(=NNC(=O)c1ccccc1O)SC | i | -6.8
CN1CCN(S(=O)(=O)c2ccc(=O)[nH]c2)CC1 | i | -8.5
COc1ccc(C)cc1Nc1n[n+](-c2ccccc2)c(-c2cc(OC)c(OC)cc2Br)s1 | i | -26.8
Cc1cc(C)n(CCCNC(=O)C(C)(C)Oc2ccc(Cl)cc2)n1 | . | -33.8
COc1ccc(-c2noc(C3CCCN(C(=O)c4cccs4)C3)n2)cc1 (configuration not stated) | i | -5.6
Cc1ccc(C(=O)Nc2ccc(O)cc2C(=O)O)cc1C | i | -4.3
CCOc1ccc2nc(N(Cc3ccccc3)C(=O)CCNC(C)=O)sc2c1 | i | .
NC(=O)c1ccc(C2SCC(=O)N2Cc2ccccc2)cc1 (configuration not stated) | i | -18.6
COC(=O)C1CCN(C(=O)c2ccc(Cl)c(S(=O)(=O)NCc3ccco3)c2)CC1 | . | 1.6
COc1ccc(CCNC2=CC(=O)N(c3ccc(F)cc3)C2=O)cc1 | i | -7.9
O=C(OCc1ccc(COC(=O)c2ccccn2)cc1)c1ccccn1 | i | -14.5
Oc1cc2c(cc1CN1CCN(c3ncccn3)CC1)OCO2 | i | -0.7
O=C1C(c2ccc(F)cc2)N(C2CCCCC2)C(=O)CN1C1CCCC1 (configuration not stated) | i | -26.2
Cc1ccc(S(=O)(=O)CCC(=O)OCC(=O)NCc2ccc(Cl)cc2)cc1 | i | -17.8
O=C(c1cccc(S(=O)(=O)N2CCCc3ccccc32)c1)N1CCN(c2ccccc2)CC1 | . | -15.1
COc1ccc(Nc2nc(-c3cccs3)nc3ccccc23)cc1S(=O)(=O)N1CCOCC1 | i | -4.6
Cn1nc([N+](=O)[O-])nc1N1CCOCC1 | i | -4.2
Cc1csc(CN(C)C(=O)C2CCC(=O)N(Cc3ccc(Cl)cc3)C2)n1 (configuration not stated) | i | -19.6

Overlap with the part before: 2 entries, followed by the next part.
structure | CHT PAM | OX1R antag
Cn1nc([N+](=O)[O-])nc1N1CCOCC1 | i | -4.2
Cc1csc(CN(C)C(=O)C2CCC(=O)N(Cc3ccc(Cl)cc3)C2)n1 (configuration not stated) | i | -19.6
Cc1ccnc(NC(=O)/C=C/c2ccccc2[N+](=O)[O-])c1 | i | -13.4
CC(C)CN(C(=O)COC(=O)Cc1n[nH]c(=O)c2ccccc12)C1CCS(=O)(=O)C1 (configuration not stated) | i | -4.0
CCN1CCN(c2oc(-c3ccc(OC)cc3)nc2C#N)CC1 | i | -10.3
Cn1c(SCC(=O)NNC(=O)Cc2ccccc2)nc2ccccc2c1=O | i | -6.8
O=C(OC(C(=O)NCC1CCCO1)c1ccccn1)c1cccs1 (configuration not stated) | i | 0.4
COc1ccc(OC)c(-c2nc3c(C)n[nH]c(=O)c3[nH]2)c1 | i | 3.5
Cc1c(-c2ccc(Cl)cc2)oc(=O)c2c(N)n(-c3ccccc3)nc12 | i | -55.6
O=C(NCc1ccccn1)c1nn(-c2ccccc2)c(=O)c2ccccc12 | i | -24.2
CCOC(=O)Nc1cc(OC)c(OC)cc1Cc1nccc2cc(OC)c(OC)cc12 | i | -8.1
CCCCC(=O)Nc1ccc(C(=O)NNC(=S)NC(=O)c2ccco2)cc1 | i | -12.7
COc1ccc(S(=O)(=O)NCc2cccnc2)cc1Br | i | 10.1
COCCCNc1nc(N)c([N+](=O)[O-])c(NC2CCCCC2)n1 | i | -36.8
O=C(NC(NC(=S)Nc1ccccc1C(=O)O)C(Cl)(Cl)Cl)c1ccco1 (configuration not stated) | i | -11.3
O=C(NN1C(=O)/C(=C/c2cccs2)SC1=S)c1cccnc1 | i | -5.7
COCC1CCCCN1C(=O)c1cccc(OC2CCN(C(=O)C3CC3)CC2)c1 (configuration not stated) | i | -17.8
CCOCCCNC(=O)C(c1ccc(C)cc1)N(Cc1cccs1)C(=O)c1ccccn1 (configuration not stated) | i | -4.2
CN(CC(=O)Nc1ccc(F)cc1)C(=O)CN1C(=O)NC2(CCCCC2)C1=O | . | 7.4
CCS(=O)(=O)c1ccc(C(=O)Nc2cccc(Cl)c2)c(Cl)c1Cl | i | 20.2
N#Cc1ccccc1OCC(=O)NCC(c1cccs1)N1CCOCC1 (configuration not stated) | i | -1.2
CCCCc1n[nH]c(=S)n1Cc1ccc(Cl)cc1 | i | -13.0
C=CCn1c(N)c(C(=O)N2CCN(C)CC2)sc1=S | i | -13.9
CCc1nc2oc3cc(OC)ccc3c(=O)c2c(=O)n1Cc1ccccc1 | i | -5.0
CCc1c(C)nc2ncnn2c1N1CCC(C(=O)NCc2cccc(OC)c2)CC1 | i | -28.5
O=C(CSc1nnc(COc2ccc(Cl)cc2Cl)o1)Nc1ccccn1 | i | -10.8
COc1ccc(C(=O)Nc2ccc(N3CCCC3)cc2)cc1 | i | -2.2
O=C(COC(=O)CCc1c[nH]c2ccccc12)NCc1ccc(Cl)cc1 | i | -18.4
O=C(c1ccc(S(=O)(=O)N2CCOCC2)cc1)N1CCN=C1SCc1cccnc1 | i | -17.1
CC1=CC(=O)c2ccccc2C1=O | i | -11.7&-7.1
O=C(COc1ccc2c3c(c(=O)oc2c1)CCC3)NCCCN1CCOCC1 | i | -7.6
C=CCn1c(=O)c2c3c(sc2n2c(Nc4ccccc4)nnc12)CCCC3 | i | -34.6
CCOC(=O)C(NC(C)=O)(OCc1ccc(F)cc1)C(F)(F)F (configuration not stated) | i | -12.6
COc1ccccc1/C=C/c1nc(S(=O)(=O)c2ccccc2)c(N2CCC(C(N)=O)CC2)o1 | i | -8.1
COCCNCc1ccccc1[N+](=O)[O-] | i | 1.4
CC1(C)CC(=O)C2=C(C1)N(CC1CCCO1)C(=O)C2(NC(=O)c1cccnc1)C(F)(F)F (configuration not stated) | i | -4.6
CC(=O)Nc1ccc(NC(=O)/C=C/c2cccc(C(F)(F)F)c2)cc1 | i | -28.0
C[C@H](NC(=O)c1nc[nH]c1C(=O)NCCCCCN)C(=O)OC(C)(C)C | i | 1.8
CN(CC(=O)NCC1CCCO1)S(=O)(=O)c1ccc(Br)cc1 (configuration not stated) | i | -13.4
C=CCN(c1ccccc1)S(=O)(=O)c1cccc(C(=O)NCC(c2ccc(F)cc2)N2CCOCC2)c1 (configuration not stated) | i | -12.8
CC(=O)Nc1ccc(NC(=O)c2c(C)nc3ccccn23)cc1 | i | -7.2
O=C(c1cccnc1)N1CCN(c2ccc(Cl)cc2)CC1 | i | -22.3
C/C(=N\Nc1nc(N2CCOCC2)nc(N2CCOCC2)n1)c1cccc([N+](=O)[O-])c1 | i | -33.0
O=C(NC(Cc1c[nH]c2ccccc12)C(=O)N/N=C/c1ccc(Cl)cc1)c1cccs1 (configuration not stated) | i | 48.5*
CCCN(CC(=O)Nc1ccccc1C)C(=O)CSc1ccccc1C | . | -1.2
CC(C)N1CC(C(=O)Nc2ccc(Cl)c(Cl)c2)CC1=O (configuration not stated) | i | 2.9
Cc1ccc(NC(=O)COc2cccc(-n3cnnn3)c2)cc1S(=O)(=O)N1CCOCC1 | . | 2.9

3 entries from above, sorted by their value in OX1R antag, lowest first:
Compound | OX1R antag
C/C(=N\Nc1nc(N2CCOCC2)nc(N2CCOCC2)n1)c1cccc([N+](=O)[O-])c1 | -33.0
COCCNCc1ccccc1[N+](=O)[O-] | 1.4
C[C@H](NC(=O)c1nc[nH]c1C(=O)NCCCCCN)C(=O)OC(C)(C)C | 1.8

Other records
structure | CHT PAM | OX1R antag
Cc1cccc(NC(=O)c2cc(Cl)nc3ccccc23)n1 | i | 5.2
CC(C)OC(=O)c1cc2c(=O)[nH]c(C(Cl)(Cl)Cl)nc2o1 | i | -9.7
O=C(Cn1ncc2c3ccccc3n(Cc3ccccc3)c2c1=O)NCc1ccccn1 | i | -20.7
CCOC(=O)C1CCN(C(=O)Cc2ccc(C)cc2)CC1 | i | -10.7
COc1ccccc1C(=O)Oc1ccc2ccc(=O)oc2c1 | i | -18.6
C=C1CCN(c2ccc(C(=O)NCc3ccc(OC)cc3)cc2[N+](=O)[O-])CC1 | i | -21.3
CCOC(=O)C1(CCOC)CCN(CC(C)Cc2ccc3c(c2)OCO3)CC1 (configuration not stated) | i | -30.0
Cc1ccc(NC(=O)Cn2ccsc2=N)cc1S(=O)(=O)N(C)C | i | -12.0
CCOc1ccc(N2C(=O)C(CC(=O)Nc3ccc(F)cc3)N(Cc3ccccn3)C2=S)cc1 (configuration not stated) | i | -21.7
O=C(CN1C2CCC1CC(NC(=O)C1CC1)C2)NCc1ccccc1 (configuration not stated) | i | 3.1
CCn1cc(C(=O)NCc2ccco2)c(=O)c2cc(S(=O)(=O)N3CCC(C)CC3)ccc21 | i | -30.8
CCCCN(C(=O)c1ccccc1F)c1c(N)n(CCC)c(=O)[nH]c1=O | i | -4.8
CCN(CC)C(=O)Oc1nnc(SC(C)C)n1-c1ccc(Cl)c(Cl)c1 | i | -37.8
CC(=O)OC(C(=O)NC1CCCCC1)c1ccccc1Cl (configuration not stated) | i | -16.5
CCOC(=O)C1[C@H]2C(=O)N(CCCOC)C[C@]23C=C[C@H]1O3 (some centres not stated) | i | -6.0
Cn1c(SCC(=O)NCCc2ccccc2)nc2c([nH]c3ccccc32)c1=O | i | -32.4
O=C(C[n+]1cccc2ccccc21)c1ccc(Cl)cc1 | i | -27.0
Cc1ccc2c(C)c(C(=O)NCc3ccc(S(N)(=O)=O)cc3)oc2c1C | i | -8.0
CC(C)Cc1ccc(S(=O)(=O)N2CCN(C(=O)c3ccco3)CC2)cc1 | i | 3.7
COCCn1c(NC(=S)NC(=O)C23CC4CC(CC(C4)C2)C3)cc(=O)[nH]c1=O | i | -23.9
COc1ccc(C2=NOC(C(=O)Nc3cc(Br)ccc3O)C2)cc1OC (configuration not stated) | i | -11.3
Cc1ccc(S(=O)(=O)N2[C@@H](c3ccccc3F)C(C(=O)O)=CC[C@H]2c2ccc(Cl)c(Cl)c2)cc1 | i | -4.3
CCCOC(=O)Nc1cc(OC)c(Cl)cc1OC | i | -35.1
O=C(c1cc(-c2cccc(Br)c2)nc2ccccc12)N1CCCC1 | i | -18.0
COc1ccc(N2CCN(C(=O)CSc3nnc(NC(=O)C4CCC4)s3)CC2)cc1 | i | 2.7
C[n+]1ccc(/C=C/c2ccccc2O)c2ccccc21 | i | -15.2
Cc1c(C)c2ccc(OCC(=O)NC(Cc3ccc(Cl)cc3)C(=O)O)cc2oc1=O (configuration not stated) | i | -5.9
Fc1ccc(-c2nc3c(-c4ccccc4)cnn3cc2CCN2CCOCC2)cc1 | i | -31.4
C[C@H]1CN([C@@H](C)CO)C(=O)Cc2cc(NC(=O)CCC(F)(F)F)ccc2O[C@H]1CN(C)CC1CC1 | . | -4.5
CCN(CC)C(=O)Cn1cc(C(=O)C(=O)N2CCN(C)CC2)c2ccccc21 | i | -4.9
O=C(NNC1=NS(=O)(=O)c2ccccc21)c1cccc([N+](=O)[O-])c1 | i | 2.8
COc1ccc(/C=N/NC(=O)c2ccc(Br)cc2)cc1Cn1cc(Cl)cn1 | i | -28.4
Cc1cc(C)c2nc(NC(=O)[C@@H](NC(=O)c3cccc(S(=O)(=O)N4CCOCC4)c3)C(C)C)sc2c1 | i | -6.4
CCCN(CCC)S(=O)(=O)c1cc(Br)cc2c1N(C(=O)CC)CC2 | i | 1.1
CCN(C(=O)CSc1nc2nc(C)cc(C)n2n1)C1CCS(=O)(=O)C1 (configuration not stated) | i | -8.3
CC1=CCC2C(=O)N(c3cccc(C(=O)NC(C)c4ccccc4)c3)C(=O)C2C1 (configuration not stated) | i | -2.9
O=C1N=C(N2CCOCC2)S/C1=C\c1ccccc1OS(=O)(=O)c1ccccc1 | i | -8.0
O=C(Nc1c2c(nn1-c1ccc(Cl)cc1)CS(=O)(=O)C2)c1ccc2c(c1)OCO2 | i | 5.0
NC(=O)C1CCN(c2nnnn2-c2ccccc2)CC1 | i | -14.1
COc1ccccc1Nc1cc(C(=O)NCc2cccnc2)c2ccccc2n1 | i | -29.8
O=C(NCCCN1CCOCC1)c1ccccc1NS(=O)(=O)c1cc([N+](=O)[O-])ccc1Cl | i | -15.1
CCCC(=O)N1c2ccc(-c3csc(N)n3)cc2CC1C (configuration not stated) | i | -30.8
